HSF1 inhib = HSF1 inhibition. NIH3T3-HGL HSE-luciferase, MG132-induced, luminescence 8 h; active compounds read low. activity change, negative = inhibition, % at 7.5 µM (by protocol). AID 2098. 300,000 compounds, 0.77% hits;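 active = more than half of replicate wells show activity change below -50%, luminescence cut by over half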;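 also: luciferase reports HSF-1 transcriptional activity via heat shock element; 0% = median of DMSO wells and -100% = zero luminescence signal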
PolyA inh = blocks polyadenylation in yeast reporter cells; S. cerevisiae SKY197-pL101 polyadenylation reporter, beta-gal luminescence; efflux-impaired pdr1/pdr3 knockout yeast; score 100 = 6 SD above DMSO; calls only at 12 µM; 300,000 compounds, 0.02% hits; AID 1875;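 active = lowest replicate activity score at least 50, where 100 means six control SD above control mean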;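 also: yeast exposed to compound for 9 h at 30 °C; higher score means more reporter readthrough which indicates perturbed polyadenylation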
HSP90 refold inh = HSP90 refolding inhibition in rabbit reticulocyte lysate. luciferase refolding luminescence, 3 h. inhibition, % at 5.6 µM. 290,000 compounds, 0.91% hits. AID 1789;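 active = inhibition above the screen-wide mean plus 3 SD, computed separately per campaign, cut at about 16% in these data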;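 also: 0% = DMSO wells and 100% = 60 µM geldanamycin wells; inhibitors lower the luminescence because luciferase stays unfolded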
AI-2 QS mod = modulators of Vibrio harveyi AI-2 quorum sensing system; Vibrio harveyi JMH597 AI-2 luminescence/OD600 ratio, 9 h; active compounds read low; strain lacks LuxN and CqsS sensors; 0 = neutral-control median; activity change, % at 7.5 µM; 300,000 compounds, 0.4% hits; AID 2094; in the data active = activity change below about -75%, passing the limit was not always enough;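 also: luminescence divided by OD600 gain over 9 h not by final OD600 alone; inactives centre near 13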
Platelet DG rel = platelet dense granule release activity; human platelet-rich plasma, SFLLRN dense granule ATP release, luminescence; inhibition, %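 (compounds screened at 7.5 µM in platelet-rich plasma)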; 300,000 compounds, 0.22% hits;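 active = mean replicate score, as percent of positive control, at or above 50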
Dyrk1A ADPGlo = Dyrk1A (rat) kinase inhibition | inhibition, % at 12.5 µM | ADP-Glo luminescence, NFATc1 peptide | 310,000 compounds, 0.43% hits; in the data active = inhibition above about 50%;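 also: plate controls were vehicle with enzyme for no effect and no enzyme for full effect; many of its hits are not listed in these tables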
GSK3 alpha inh = blocks human GSK-3 alpha kinase. inhibition, % at 10 µM. AID 2650. ADP-Glo luminescence, 60 min. 320,000 compounds, 0.1% hits. P49840;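 in the data active = inhibition above about 50%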;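 also: GST-tagged GSK-3 alpha with peptide substrate and 25 µM ATP; 0% = DMSO neutral wells and 100% = GW8510 positive control wells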
Target sequence (P49840 whole entry, looked up): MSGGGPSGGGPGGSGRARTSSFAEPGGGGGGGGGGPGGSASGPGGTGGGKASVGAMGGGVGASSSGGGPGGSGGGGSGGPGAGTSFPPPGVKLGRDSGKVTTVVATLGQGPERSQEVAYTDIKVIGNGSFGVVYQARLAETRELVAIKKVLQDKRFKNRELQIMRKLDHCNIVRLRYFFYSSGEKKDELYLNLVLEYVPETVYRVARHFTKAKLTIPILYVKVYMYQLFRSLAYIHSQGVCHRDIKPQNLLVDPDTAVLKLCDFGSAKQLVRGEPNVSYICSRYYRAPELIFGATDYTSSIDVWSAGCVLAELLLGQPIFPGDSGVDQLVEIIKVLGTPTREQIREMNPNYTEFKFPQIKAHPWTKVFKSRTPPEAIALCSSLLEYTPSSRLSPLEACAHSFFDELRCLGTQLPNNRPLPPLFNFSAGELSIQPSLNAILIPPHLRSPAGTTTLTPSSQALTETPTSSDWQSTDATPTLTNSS
HDAC3 inhib = inhibitors of human histone deacetylase 3. O15379. recombinant HDAC3, fluorogenic peptide/trypsin coupled, fluorescence. inhibition, % at 8.3 µM. 320,000 compounds, 0.15% hits. AID 2718; in the data active = inhibition above about 26%, passing the limit was not always enough
GSK3beta inhib = inhibitors of human GSK3beta kinase; 300,000 compounds, 0.038% hits; GST-GSK3beta kinase, ADP-Glo luminescence, 60 min; active compounds read low; activity score (negative = inhibition), % at 10 µM; P49841; AID 2097;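 active = more than half of replicate wells score below -50%, meaning over 50% inhibition versus plate controls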;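 also: 0% = median DMSO wells and -100% = median GW8510 positive control wells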
Target sequence (P49841 whole entry, looked up): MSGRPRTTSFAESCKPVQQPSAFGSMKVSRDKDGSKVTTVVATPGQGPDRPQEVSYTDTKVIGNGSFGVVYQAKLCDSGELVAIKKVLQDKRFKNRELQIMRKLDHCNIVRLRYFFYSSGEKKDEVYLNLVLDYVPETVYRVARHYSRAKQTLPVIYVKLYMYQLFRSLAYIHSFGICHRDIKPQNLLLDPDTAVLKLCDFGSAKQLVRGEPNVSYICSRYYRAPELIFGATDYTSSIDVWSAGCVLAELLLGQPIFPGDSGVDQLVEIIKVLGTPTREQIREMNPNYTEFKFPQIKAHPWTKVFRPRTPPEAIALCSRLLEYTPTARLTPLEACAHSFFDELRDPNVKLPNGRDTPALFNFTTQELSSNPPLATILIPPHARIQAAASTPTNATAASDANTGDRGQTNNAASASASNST
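Assay system: GST-tagged human GSK3beta kinase, cell-free; Input: 1.6 ng GSK3beta; Medium: Tris/MgCl2 kinase buffer; Timing: 60 min enzyme reaction, room temperature; Signal: ADP-Glo luminescence quantifying ADP generated by kinase; Evaluation: score relative to plate controls; Benchmarks: DMSO neutral wells and GW8510 at 20 µM as positive.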
HSF1 activator = increases HSF-1 driven luciferase reporter signal. AID 504408. 300,000 compounds, 1.7% hits. NIH3T3-HGL HSF-1 luciferase reporter, MG132, 8 h; 100% = twice DMSO control signal. activation, % at 9 µM;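 active = mean replicate activation of at least 50% with a set share of replicates each reaching 50%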;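 also: 0% = median of the neutral control wells and 100% = twice that signal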
* = called active by the depositor; i = inactive; . = not tested or not shown. These rows are one share of the data. The share of hits here may be higher or lower than overall.

HSF1 inhib	PolyA inh	HSP90 refold inh	AI-2 QS mod	Platelet DG rel	Dyrk1A ADPGlo	GSK3 alpha inh	HDAC3 inhib	GSK3beta inhib	HSF1 activator	structure
-5	i	2	19	0	20	3	2	0	-1	CN1CCN(Cc2c(O)ccc3c2oc(=O)c2ccccc23)CC1
110	i	27*	11	0	13	-2	5	-12	108*	COc1ccc(/C=N/Nc2nc3ccccc3[nH]2)c(OC)c1OC
1	i	3	35	1	.	-2	7	8	-1	Nc1nc(NC(=O)/C=C/c2ccc(F)cc2)nn1-c1ccccc1
11	i	26*	18	15	2	-1	4	-2	14	COc1ccc(NC(=S)Nc2ccccn2)cc1
1	i	.	16	2	-2	-1	3	0	-1	Cc1ccc(C(=O)NCC(c2ccco2)N2CCc3ccccc3C2)cc1 (stereo not given)
6	i	-3	13	-7	.	-1	3	-3	18	O=C(NCc1cccnc1)C1CC(c2cccc(Br)c2)=NO1 (stereo not given)
11	i	2	8	0	3	3	-3	2	-2	CCc1cc(=O)oc2cc(C)c3c(C)coc3c12
-1	i	-1	40	2	14	0	2	-6	1	C=CCn1c(Cc2ccccc2)nc2c(cnn2-c2ccccc2)c1=O
-7	i	0	4	41	-1	.	6	-7	-2	COc1ccc(NC(=O)C2CCCN(S(=O)(=O)c3ccc4[nH]c(=O)ccc4c3)C2)cc1OC (stereo not given)
-3	i	0	7	-10	4	10	2	-1	-1	Cc1cnc(C(=O)OCC(=O)Nc2ccc(Oc3ccccc3)cc2)cn1
-5	i	0	10	0	-3	-3	-1	0	3	COc1ccc(S(=O)(=O)NC2CC(C)(C)NC(C)(C)C2)cc1
0	i	2	7	17	2	-4	7	3	-1	Cc1nc2ccccc2[nH]c1=O
-10	i	.	23	-6	1	0	0	0	-17	CCC1=C(OC(=O)N(CC)CC)N2C(=O)OC(=NCc3ccccc3)[C@]2(C)[C@H]2C1=CC[C@H]1C(=O)N(CC)C(=O)[C@H]12
-7	i	3	11	-3	0	-3	0	0	-14	CCCNC(=O)N1CCC(Cc2ccccc2)CC1
5	i	0	47	-6	4	-2	3	1	15	C/C(=N\NC(=O)c1ccc(F)cc1)c1cccc(NC(=O)c2cccc(F)c2)c1
4	i	.	31	1	3	-3	4	-1	1	Cc1ccc(C)c(S(=O)(=O)N2CCN(C(=O)c3cc(-c4cccs4)nn3-c3ccccc3)CC2)c1
-6	i	2	13	-3	-44	.	1	4	5	CCCNC(=O)c1ccccc1NC(=O)c1ccccc1SC
2	i	-2	1	4	-9	0	-1	0	7	O=C(NCC(c1ccc(F)cc1)N1CCOCC1)c1ccc(C(=O)c2ccccc2)cc1 (stereo not given)
-1	i	0	-4	3	4	0	2	1	16	O=C(Nc1ccc(Cl)cc1C(F)(F)F)c1ccc(Cl)cc1
3	i	3	12	-1	-6	-3	-7	-2	0	COCCSc1nnc(NC(=O)CCS(=O)(=O)c2ccccc2)s1
5	i	-2	30	-27	-4	-2	8	-1	10	CSc1ccc(CN(C)C(=O)c2cccc(S(=O)(=O)NCc3ccccc3)c2)cc1
-5	i	-4	10	-1	1	-2	-1	-1	4	CSCC[C@@H](CO)NC(=O)c1ccc2nc(C3CCCCC3)oc2c1
-4	i	4	27	-3	-11	-2	.	-3	7	CC(C)(C)c1cc(C(=O)NNC(=O)Nc2ccccc2)n(Cc2ccccc2)n1
20	i	-2	-94*	8	3	1	7	3	28	Cc1ccc(/C=C/C(=O)c2ccc(O)cc2)cc1
0	i	-3	14	-2	-5	-1	4	3	-6	CCC(=O)N1CCc2cc(S(=O)(=O)CCC(=O)N3CCc4ccccc4C3)ccc21

The final 2 records of the part above come first, to join the parts.
HSF1 inhib	PolyA inh	HSP90 refold inh	AI-2 QS mod	Platelet DG rel	Dyrk1A ADPGlo	GSK3 alpha inh	HDAC3 inhib	GSK3beta inhib	HSF1 activator	structure
20	i	-2	-94*	8	3	1	7	3	28	Cc1ccc(/C=C/C(=O)c2ccc(O)cc2)cc1
0	i	-3	14	-2	-5	-1	4	3	-6	CCC(=O)N1CCc2cc(S(=O)(=O)CCC(=O)N3CCc4ccccc4C3)ccc21
-13	i	0	-77*	-1	-1	.	.	0	-18	NC(=NCc1ccc2c(c1)OCO2)NC(=O)c1ccccc1
-7	i	-5	-1	13	7	0	-3	2	-11	Cc1csc(SCC(=O)Nc2c(C)n(C)n(-c3ccccc3)c2=O)n1
12	i	-3	10	5	6	.	.	-1	29	CCCCN(C(=O)c1cccc2c(=O)c(C)c(-c3ccccc3)oc12)c1ccccc1
10	i	1	-7	0	1	1	9	0	18	COc1ccc(C(C)=O)cc1COC(=O)c1ccc(OCc2c(C)noc2C)cc1
-3	i	0	4	0	0	0	-4	-1	18	O=C(Cc1ccccc1)Nc1ccc(S(=O)(=O)N2CCOCC2)cc1
16	i	3	3	1	0	-1	0	0	3	O=C(NCCc1cccc(Cl)c1)c1cc([N+](=O)[O-])ccc1Cl
-4	i	-2	15	.	3	-6	-6	5	-3	C/C(=N\O)C(=O)NCCCNCCCN(C)C
3	i	5	1	-5	14	-1	2	-4	0	NC(=O)c1cccc(-c2cccc(OC(=O)NC3CCCCC3)c2)c1
16	.	.	14	14	19	-1	-4	1	27	O=C(Cc1csc(NC(=O)Nc2ccc(Cl)cc2)n1)NCc1ccccn1
-9	i	-1	19	2	-6	0	3	6	-11	CCCCN(C)CCC(=O)Nc1ccc(C)cc1
-1	i	-1	-31	-16	6	2	0	-1	13	O=C(NCCc1cccnc1)c1cc(COc2ccc(F)cc2Cl)on1
-2	i	1	12	-3	3	0	4	4	-1	CC(C)COc1ccc(C(=O)N2C(=O)c3ccc(N)cc3C2=O)cc1
-4	i	1	15	-7	0	-4	-8	0	-12	COc1ccc(OCC(=O)Nc2ccc(C(=O)Nc3ccccc3C(=O)O)cc2)cc1
2	i	10	-3	20	-8	-5	0	3	2	CCOC1Cc2ccccc2N(C(N)=O)c2ccccc21 (stereo not given)
-6	i	-2	8	9	4	7	4	2	6	S=C(NCCCN1CCOCC1)Nc1ccc(Cl)cc1Cl
12	i	7	18	1	1	1	-4	-5	20	COC(=O)c1c(-c2cccc(C)c2)csc1N
6	i	-4	5	1	-1	-1	3	2	15	COc1ccccc1CN1CCN(Cc2nc(-c3ccccc3)no2)CC1
1	i	1	10	-2	-2	-1	6	2	1	CCOC(=O)C1CCN(C(=O)CN(c2cccc(OC)c2)S(=O)(=O)c2ccccc2)CC1
5	i	0	-6	-34	4	3	1	0	10	O=C(N/N=C/c1ccccc1O)/C(=C/c1ccccc1)CCO
-3	i	-2	15	0	4	0	-17	1	-6	OCCCc1nc2n(n1)C(c1ccccc1)C=C(c1ccc(F)cc1)N2 (stereo not given)
3	.	-8	4	-4	2	1	1	1	-9	CCOc1ccc(NC(=O)CSc2nncn2C)cc1
20	i	7	9	-6	2	0	.	0	42	O=C(NCc1ccccc1)c1cccc(COc2cc(Cl)ccc2Cl)c1
-1	i	2	11	6	0	0	-4	-2	-7	CCOCCCNC(=O)C(NC(=O)Cc1c[nH]c2ccccc12)c1ccc(OC)cc1 (stereo not given)
-5	i	0	14	4	-3	-2	-4	2	-7	CCOP(=O)(Cc1ccc(C(C)(C)CC(C)=O)o1)OCC
-9	i	4	30	1	4	0	-1	0	-2	COC(=O)c1[nH]c2cccc(OC)c2c1NC(=O)CCN1CCC(C)CC1

Record cards, from the list above. Order of values: HSF1 inhib	PolyA inh	HSP90 refold inh	AI-2 QS mod	Platelet DG rel	Dyrk1A ADPGlo	GSK3 alpha inh	HDAC3 inhib	GSK3beta inhib	HSF1 activator
Record of CCCCN(C)CCC(=O)Nc1ccc(C)cc1 : -9	i	-1	19	2	-6	0	3	6	-11
Record of O=C(NCCc1cccnc1)c1cc(COc2ccc(F)cc2Cl)on1 : -1	i	-1	-31	-16	6	2	0	-1	13

Continued:
HSF1 inhib	PolyA inh	HSP90 refold inh	AI-2 QS mod	Platelet DG rel	Dyrk1A ADPGlo	GSK3 alpha inh	HDAC3 inhib	GSK3beta inhib	HSF1 activator	structure
3	i	-7	14	-6	.	1	4	0	6	O=C(CSc1nc2ncccc2[nH]1)c1ccc2c(c1)OCO2
-2	i	1	16	0	2	-1	8	-1	-22	CCCCN(C)C1CCN(C(=S)Nc2ccc(OC)cc2)CC1
-4	i	5	16	6	4	-3	-1	-3	-10	COc1ccc([N+](=O)[O-])cc1N(CC(O)CN1CCCC1)S(=O)(=O)c1ccc(C)cc1 (stereo not given)
-1	i	-2	-4	4	2	-1	5	-1	0	COc1ccc(S(=O)(=O)NCC2CCCN(C(=O)CCC(F)(F)F)C2)cc1 (stereo not given)
0	i	0	23	-18	-8	-2	-7	-4	1	CCc1nnc2c(N(C)S(=O)(=O)c3ccc(C)cc3)nc3ccccc3n12
2	i	1	-5	-16	-13	0	24	0	6	COC(=O)c1cc(S(=O)(=O)N2CCC(C(N)=O)CC2)oc1C
7	i	.	40	5	.	1	6	1	28	C=C1CCN([C@@H](CC(C)C)C(=O)NCc2ccc(Cl)c(Cl)c2)S(=O)(=O)c2ccccc21
-7	i	-1	2	-1	3	.	.	0	-4	CN1CCN(c2ccc(Cl)cc2NC(=O)c2nn(-c3ccccc3)c(=O)c3ccccc23)CC1
18	i	3	-2	0	.	1	-3	2	17	O=C(Nc1ccc(F)cc1F)c1cc2ccccc2oc1=O
4	i	1	-9	1	-1	1	-18	0	9	COc1ccccc1C(CNc1ccc(S(=O)(=O)N2CCCC2)cc1[N+](=O)[O-])N(C)C (stereo not given)
-6	i	-8	30	-16	1	-3	-4	5	-13	Cc1cccc(-n2c(C)cc(C(=O)NC3CCCCC3)c2C)c1
-1	i	1	9	0	2	-1	0	2	-4	CCc1nonc1NC(=O)COc1cc(C)c(Cl)c(C)c1
0	i	-5	12	5	1	-2	.	-2	-10	CCCCn1c(CNC(=O)CC)nc2ccccc21
-9	i	0	7	-10	0	-1	-3	0	-5	COC(=O)CNC(=O)CSc1nnc(-c2ccc(OC)cc2)n1CC(C)C
9	i	3	22	-2	0	6	6	1	13	Cc1ccccc1-n1cc(CNC(=O)CCc2nnc(CCc3ccccc3)o2)cn1
1	i	-1	23	-2	14	1	-7	0	23	Cc1ccc2[nH]c(=O)c3cc(C(=O)NC(C)C)sc3c2c1
10	i	-2	39	3	5	0	-2	-4	24	COc1cccc(CC(=O)N2CCN(c3ccccc3[N+](=O)[O-])CC2)c1
5	i	2	11	12	-4	-1	-4	10	5	Cc1ccc(N2C(=O)CC(N3CCc4ccccc43)C2=O)cc1Cl (stereo not given)
-4	i	-1	18	10	-5	-3	-2	0	-6	CCC(CC)c1nnc(NC(=O)c2ccc(N3CCCC3=O)cc2)s1
2	i	-3	-6	-23	-3	-1	2	1	-15	COCCCNC(=S)N1CCN(c2ccc([N+](=O)[O-])cc2)CC1
2	i	-4	3	10	2	-3	-1	0	25	CCN(CC)S(=O)(=O)c1ccc(NC(=O)COC(=O)CN2C(=O)c3ccccc3C2=O)cc1
24	i	2	14	0	-4	-2	3	0	58*	O=C(CN1C(=O)NC2(CCCc3ccccc32)C1=O)Nc1cccc(S(=O)(=O)N2CCCCC2)c1 (stereo not given)
3	i	1	22	1	-2	-3	1	2	1	CCOc1cccc2cc(C(=O)NC(C)c3ccccc3)c(=N)oc12 (stereo not given)

Compound activity: PubChem, several laboratories
